SF-1 act = SF-1 (human) activation; Q13285; CHO-K1 Gal4-SF-1 LBD luciferase reporter; % increase over DMSO SF-1-specific signal; activation, % at 10 µM; actives 1.9% (n = 65,000);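 active means activation above the mean activation of all tested compounds plus 3 SD, cut at about 50% in these data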
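Material: CHO-K1 cells with Gal4–hSF-1 LBD chimera plus Gal4-driven luciferase / Input: 4,000 CHO-K1 cells per well / Incubation: compound exposure 20 h at 37 °C / Signal: luminescence read 15 min after SteadyLite luciferase reagent, after room-temperature equilibration / Read-out: percent activation versus DMSO / Benchmarks: DMSO negative control and −SF1 background wells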
Cdc25B block = human M-phase inducer phosphatase 2 inhibition; recombinant Cdc25B, OMFP fluorescence Ex485/Em525; AID 368; actives 0.1% (n = 65,000); inhibition, %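 (compounds tested at 10 µM final in the well)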; P30305; in the data active means inhibition above about 50%
Hsp90 inh = displaces geldanamycin probe from tumor Hsp90. actives 0.35% (n = 64,000). AID 429. P07900. NCI-N417 lysate Hsp90, Cy3B-geldanamycin FP displacement. inhibition, % at 30 µM;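 active means inhibition above 50%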;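 further: 0% = tracer plus lysate wells and 100% = tracer alone without lysate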
TNAP act mid DEA = activators of human TNAP at intermediate phosphate acceptor; purified TNAP, CDP-star luminescence, 100 mM DEA, 30 min; stronger effect = higher value; scale: 0 levamisole-inhibited, 1 vehicle-only enzyme; activation factor at 20 µM; 64,000 tested, under 10 active; AID 813;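 active means activation factor of at least 2 at 20 µM, relative to controls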
D1 allo mod = allosterically modulates the human D1 dopamine receptor; HEK293 D1, CRE-luciferase, dopamine EC30 potentiation; actives deviate in either direction; B-score at 10 µM; actives 5.9% (n = 58,000); AID 641;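 active means luminescence count or its row- and column-corrected plate score outside the 99.7% band of the plate's sample wells, on either side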
MKP-1 inh = human dual specificity phosphatase 1 inhibition. AID 374. inhibition, %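 (compounds tested at a single concentration somewhere between 10 and 100 µM)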. actives 0.15% (n = 65,000). recombinant MKP-1, OMFP hydrolysis fluorescence;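 active means inhibition above about 50%, limit read from the data; inconclusive means inhibition over screen mean plus 3 SD, below that limit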;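 further: 0% = DMSO max control wells and 100% = wells with enzyme stopped by NaOH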
Target sequence (P28562 whole entry, looked up): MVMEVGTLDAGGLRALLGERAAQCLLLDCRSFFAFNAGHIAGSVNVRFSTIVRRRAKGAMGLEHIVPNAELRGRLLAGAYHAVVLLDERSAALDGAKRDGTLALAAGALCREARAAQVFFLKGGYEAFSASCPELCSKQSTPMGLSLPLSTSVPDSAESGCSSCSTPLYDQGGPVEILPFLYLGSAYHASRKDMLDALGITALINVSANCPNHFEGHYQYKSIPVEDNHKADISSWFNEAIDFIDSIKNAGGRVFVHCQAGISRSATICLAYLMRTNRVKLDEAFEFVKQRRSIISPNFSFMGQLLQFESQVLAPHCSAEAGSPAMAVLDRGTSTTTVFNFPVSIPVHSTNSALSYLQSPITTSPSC
RORA act = activates the human nuclear receptor RORA. CHO-K1 Gal4-RORA LBD luciferase reporter, luminescence; percent increase over mock-subtracted basal signal. activation, % at 10 µM. actives 1.5% (n = 65,000). AID 560;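 active means activation above the mean of all tested compounds plus 3 SD, cut at about 49% in these data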;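 further: 0% = DMSO-treated RORA cells and 100% = added signal equal to DMSO minus mock-transfected cells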
Target sequence (P35398 whole entry, looked up, the tested form may be a part): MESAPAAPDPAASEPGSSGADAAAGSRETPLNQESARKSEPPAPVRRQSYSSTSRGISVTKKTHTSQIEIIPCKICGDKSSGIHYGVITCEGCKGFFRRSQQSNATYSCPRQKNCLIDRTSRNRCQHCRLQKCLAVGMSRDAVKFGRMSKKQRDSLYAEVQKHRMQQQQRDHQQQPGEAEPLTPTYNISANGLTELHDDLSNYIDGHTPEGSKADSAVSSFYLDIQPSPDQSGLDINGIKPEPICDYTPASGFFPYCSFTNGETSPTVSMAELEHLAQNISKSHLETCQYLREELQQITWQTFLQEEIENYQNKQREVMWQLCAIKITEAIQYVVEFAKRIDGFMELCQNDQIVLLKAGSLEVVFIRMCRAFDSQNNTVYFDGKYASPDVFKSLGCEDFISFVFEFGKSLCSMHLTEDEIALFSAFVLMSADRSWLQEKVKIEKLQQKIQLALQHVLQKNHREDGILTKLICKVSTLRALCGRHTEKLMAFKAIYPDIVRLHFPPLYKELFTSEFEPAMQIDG
Her2 expr inh = Her2 kinase expression inhibition; SKBR-3 HER2 protein level, AlphaScreen, 18-24 h; stronger effect = lower value; HER2 level % of control, % at 10 µM; actives 0.69% (n = 65,000); AID 645;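 active means HER2 level under 5% of the carrier-only control; inconclusive means no clear call, values can overlap the other calls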;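 further: 100% = DMSO carrier and 0% = 500 nM PU-H71 HSP90 inhibitor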
FXIIa inh mix = factor XIIa (human) inhibition, mixture screen. P00748. purified FXIIa, fluorogenic substrate, pooled mixtures. inhibition, % at 5 µM. actives 0.2% (n = 62,000); in the data active means inhibition above about 20%, passing the limit was not always enough;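 further: 0% = enzyme without compound and 100% = no enzyme blank; some results filed as inactive read as strong as hits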
* marks the source's active call; other numbers are inactive results; ? = inconclusive; . = no result given.

SMILES	SF-1 act	Cdc25B block	Hsp90 inh	TNAP act mid DEA	D1 allo mod	MKP-1 inh	RORA act	Her2 expr inh	FXIIa inh mix
COc1ccc(C2C(C(N)=O)=C(C)Nc3nc(-c4ccccc4)nn32)cc1OC (configuration not stated)	19	-4	-3	0.9	-0.1	5	1	93	7
Cc1ccc(NC(=O)COS(=O)c2ccc(C)cc2)cc1 (configuration not stated)	-9	6	-2	0.9	1	9	6	98	5
COc1ccc(NC2C=CS(=O)(=O)C2)c(OC)c1 (configuration not stated)	-8	-14	4	0.9	0.9	-10	1	104	2
O=S(=O)(NCc1cccs1)c1cccc2cccnc12	3	-12	0	0.9	-0.55	10	-25	109	1
CCN(CC)C(=O)c1c[nH]c2ccc(S(=O)(=O)Nc3cc(C)cc(C)c3)cc2c1=O	5	9	-2	0.9	0.0021	-8	-4	70	8
COc1ccc(OCCSc2nnc(-c3ccccc3)n2N)cc1	0	-4	.	1	.	6	-5	113	5
CCCCCn1ccc(=N)cc1	-11	4	-2	0.9	-0.91	-18	-5	121	11
CCOCC(=O)Nc1ccc(S(=O)(=O)Nc2ncccn2)cc1	-8	4	2	0.9	0.098	-6	-28	74	2
Cc1c(C(=O)Nc2ccc3c(c2)OCO3)sc2nc(-c3ccccc3)cn12	3	-27	0	.	-1.4	21	-7	73	.
CCOc1ccc(NC(=O)COc2nsnc2N2CCCCC2)cc1	3	-7	-3	0.9	-1.1	18	-12	90	7
N#Cc1nc(-c2cccc3ccccc23)oc1NCCN1CCOCC1	23	7	-7	0.9	-0.16	11	12	138	12
O=C(NCc1ccc(Cl)cc1)c1noc2c1CCCC2	-3	5	-3	0.9	0.74	6	-2	89	27
O=C(CC1CCCCC1)NCCCN1CCOCC1	5	6	3	1	0.2	10	-1	73	4
COc1ccc2c(c1OC)C(=O)N1c3cccc(Cl)c3C(=O)OC21 (configuration not stated)	-3	-3	-2	0.9	0.8	16	1	102	9
CCCCc1nc(NCCN2CCOCC2)c(C#N)c2c1COC(C)(C)C2	4	1	-4	0.9	5.8*	-10	-4	101	-20

Ordered by value in MKP-1 inh (ascending): three of the compounds above
molecule	MKP-1 inh
COc1ccc(NC2C=CS(=O)(=O)C2)c(OC)c1 (configuration not stated)	-10
COc1ccc(OCCSc2nnc(-c3ccccc3)n2N)cc1	6
Cc1c(C(=O)Nc2ccc3c(c2)OCO3)sc2nc(-c3ccccc3)cn12	21

Ordered by SMILES length (descending): twelve of the compounds above.
SMILES	SF-1 act	Cdc25B block	Hsp90 inh	TNAP act mid DEA	D1 allo mod	MKP-1 inh	RORA act	Her2 expr inh	FXIIa inh mix
CCN(CC)C(=O)c1c[nH]c2ccc(S(=O)(=O)Nc3cc(C)cc(C)c3)cc2c1=O	5	9	-2	0.9	0.0021	-8	-4	70	8
COc1ccc(C2C(C(N)=O)=C(C)Nc3nc(-c4ccccc4)nn32)cc1OC (configuration not stated)	19	-4	-3	0.9	-0.1	5	1	93	7
Cc1c(C(=O)Nc2ccc3c(c2)OCO3)sc2nc(-c3ccccc3)cn12	3	-27	0	.	-1.4	21	-7	73	.
COc1ccc2c(c1OC)C(=O)N1c3cccc(Cl)c3C(=O)OC21 (configuration not stated)	-3	-3	-2	0.9	0.8	16	1	102	9
CCCCc1nc(NCCN2CCOCC2)c(C#N)c2c1COC(C)(C)C2	4	1	-4	0.9	5.8*	-10	-4	101	-20
N#Cc1nc(-c2cccc3ccccc23)oc1NCCN1CCOCC1	23	7	-7	0.9	-0.16	11	12	138	12
CCOc1ccc(NC(=O)COc2nsnc2N2CCCCC2)cc1	3	-7	-3	0.9	-1.1	18	-12	90	7
Cc1ccc(NC(=O)COS(=O)c2ccc(C)cc2)cc1 (configuration not stated)	-9	6	-2	0.9	1	9	6	98	5
COc1ccc(NC2C=CS(=O)(=O)C2)c(OC)c1 (configuration not stated)	-8	-14	4	0.9	0.9	-10	1	104	2
O=C(NCc1ccc(Cl)cc1)c1noc2c1CCCC2	-3	5	-3	0.9	0.74	6	-2	89	27
O=C(CC1CCCCC1)NCCCN1CCOCC1	5	6	3	1	0.2	10	-1	73	4
CCCCCn1ccc(=N)cc1	-11	4	-2	0.9	-0.91	-18	-5	121	11

Other entries follow:
SMILES	SF-1 act	Cdc25B block	Hsp90 inh	TNAP act mid DEA	D1 allo mod	MKP-1 inh	RORA act	Her2 expr inh	FXIIa inh mix
CCN1CCN(/C=N/c2nc3c(s2)CCCC3)CC1	-43	-9	-3	1	-0.3	-5	-45	76	-2
CC1CCN(C(=O)c2ccc(NC(=O)C3CCCO3)cc2)CC1 (configuration not stated)	6	4	.	1	-0.57	0	-12	167	2
CCOC(=O)CC(=O)Nc1ccc(C(=O)OCC)cc1	1	-5	-4	1	4.5*	4	3	95	4
COc1ccc(CCN(C)C(=O)CN2C(=O)c3ccccc3S2(=O)=O)cc1OC	-11	-13	1	1	.	25	-11	111	-17
CCOC(=O)N1CCC(NC(=O)CS(=O)(=O)Cc2nc(-c3cccc(OC)c3)oc2C)CC1	-8	-34	-1	1	-0.11	32	-6	127	-12
CCn1nc(C)c(NC(=O)c2cc(Br)ccc2Cl)c1C	-6	3	-3	0.9	-0.64	5	-27	187	2
c1ccc2c(c1)ncn2CCC1CCCCC1	14	-14	0	1	-0.0047	0	-5	.	0
Cc1cc(C)cc(-n2cc3c(=O)n(C)c(=O)n(C)c3c2)c1	1	-13	0	0.9	-0.012	-1	17	92	5
CCOC(=O)CSc1nc(N)c(C#N)c(-c2ccc(OCC)cc2)c1C#N	15	2	-1	0.9	0.73	28	-21	77	1
Cc1nn(Cc2ccccc2)c(C)c1NC(=O)CSc1nnc(-c2cc(Cl)ccc2O)n1C	2	-10	1	0.9	0.069	-6	12	101	3
CC12CCC(=O)N1C(C(=O)OCC(=O)Nc1sccc1C#N)CS2 (configuration not stated)	-4	28	-5	1	-0.66	23	-4	94	-2
CN1CCN(/C=N/c2c(C#N)cnn2-c2ccccc2)CC1	-15	0	-12	0.9	2.8	6	13	88	4
Cc1ccc(CNC(=O)CCS(=O)(=O)c2cccc3nonc23)cc1	-6	-15	.	0.9	-0.15	9	-4	71	2
O=C(O)c1ccc(-c2ccc(O)c(F)c2)cc1	3	-9	-3	0.8	5.9*	3	-10	106	11
Cn1c(=O)c2c(nc(CN3CCN(CCO)CC3)n2Cc2ccccc2Cl)n(C)c1=O	11	-13	0	1	-0.66	10	12	132	-15
c1ccc2nc3c(nc2c1)[nH]c1ccccc13	81*	-11	-4	0.9	0.15	2	50*	65	-1
Cc1nc2ccccc2c(=O)n1/N=C/c1ccc(N(C)C)cc1	18	-9	0	0.9	-0.68	14	19	165	14
CSc1cccc(NC(=O)c2c(Cl)cnn2C)c1	21	-2	-1	0.9	0.83	3	16	93	0
COc1ccc2c3c(cccc13)OCC2=O	8	-6	18	0.9	0.33	19	-8	108	-9
Cc1cc(C)n(-c2nc3c(c(=O)[nH]c(=O)n3C)n2C(C)C)n1	-10	-5	-5	1	.	5	-4	120	1
COc1cccc(NC(=O)c2cn(C)c(=O)c3cc(OC)c(OC)cc23)c1	6	0	1	1.1	0.16	?	8	83	8
N/C(=N\S(=O)(=O)c1cccs1)c1ccccc1	-12	6	-3	0.9	-0.045	2	-13	119	8
COc1ccc2c(c1)c1nc(SCC(C)C)n(CCO)c(=O)c1n2C	-10	-9	-3	1	1.7	-1	15	80	-2
N#Cc1c(SCC(=O)N2CCOCC2)nsc1SCC(=O)N1CCOCC1	-32	-8	0	0.9	-0.64	-1	4	91	12
CC(Sc1nnnn1C)C(=O)Nc1ccccc1-c1ccccc1 (configuration not stated)	0	-12	-4	0.9	0.04	-1	23	91	30
Cc1nc2sc(C(c3ccccc3)N3CCN(C)CC3)c(O)n2n1 (configuration not stated)	5	7	-1	0.9	0.014	-4	12	108	7
c1ccc(CCn2nnnc2C(c2cccs2)N2CCOCC2)cc1 (configuration not stated)	8	-10	3	0.9	-0.79	-7	25	91	-4
CC(C)COP(=O)(c1ccc(N(C)C)cc1)C(O)c1ccccc1F (configuration not stated)	16	10	1	1	1.4	2	-12	237	-19
CC(=O)Nc1ccc(NC(C)=O)s1	7	-3	0	0.9	-0.15	5	-2	85	8
COc1cccc(-c2nnn(CCC(=O)O)n2)c1	7	-10	-2	0.9	0.089	-10	-6	102	8
O=C(Oc1cccc2cccnc12)c1cccs1	-29	-5	-2	1	0.37	4	-33	92	3
O=C(CSc1nnc(COc2ccc(Cl)cc2)o1)N1CCN(c2ccccc2)CC1	-4	-4	1	0.9	0.9	-18	-6	.	2
O=C(CSc1ncn(-c2ccccc2)n1)N1CCc2ccccc21	1	-11	-4	0.9	-0.071	23	8	121	38
CC(=O)c1c(C)[nH]c(C(=O)NCCN2CCC(C)CC2)c1C	9	20	-3	0.9	0.7	-12	-4	180	8
CCc1ccc(OCc2ccc(C(=O)NCc3ccccn3)o2)cc1	-27	-6	2	1	0.55	1	-31	79	12
O=C(CC(C(=O)N1CCc2ccccc21)n1ccnc1)N1CCc2ccccc2C1 (configuration not stated)	-8	-6	-3	1	0.028	13	-13	115	0
COc1cc(C(Nc2ccccn2)c2ccc3ccc(C)nc3c2O)cc(OC)c1O (configuration not stated)	9	12	12	1.1	-0.86	26	0	27	9
CCN(CC)CCN1C(=O)C(=O)/C(=C(/O)c2ccc(C)cc2)C1c1cccnc1 (configuration not stated)	1	2	3	0.9	-0.036	13	1	114	.
CC1CCc2c(nc3ncnn3c2N2CCN(c3ccccc3F)CC2)C1 (configuration not stated)	6	-3	1	0.9	-0.55	1	4	73	.
Fc1ccc(Cn2nnnc2CN2CCN(C3CCCCC3)CC2)cc1	-13	-5	1	0.9	-0.33	-18	-7	75	-20
CC1CCCCC1NC(=O)Cn1ncc2ccccc21 (configuration not stated)	-11	-7	-2	0.8	0.045	-5	4	110	-20
Nc1nc(-c2cccc(NS(=O)(=O)c3ccccc3)c2)cs1	0	-4	-4	0.9	0.16	2	0	105	10
CCc1nnc(NCC(=O)N2CCc3ccccc32)s1	23	3	-7	1	.	27	13	91	3
Cc1nc2ncnn2c(N2CCCC(C(=O)Nc3ccc4c(c3)CCC4)C2)c1C (configuration not stated)	1	-13	.	0.9	-0.94	15	6	97	2
O=C(Cn1cnc2c(nnn2Cc2ccccc2F)c1=O)NCC1CCCO1 (configuration not stated)	12	-3	-1	.	0.43	-9	-25	115	.
Cc1cccc(NC(=O)c2cc(NC(=O)C3CC=CCC3C(=O)O)ccc2N2CCOCC2)c1 (configuration not stated)	-2	-3	0	1	0.87	11	-16	112	4
O=C(OCc1nnc(-c2ccccc2)o1)c1ccc2ccccc2n1	32	-9	-5	0.8	1	8	19	82	1
CCN(Cc1ccccc1)C(=O)CSc1nc(C)cc(C)c1C#N	-26	-7	-3	0.9	-0.75	9	-16	89	-18

High-throughput results (PubChem)
